# Bioassay records: PubChem, several laboratories
# CDK5 p35 inh: blocks human CDK5/p35 kinase activity; Q00535+Q15078; Recombinant CDK5/p35, ADP-Glo luminescence, 60 min; inhibition, % at 10 µM; 330,000 compounds, 0.01% hits;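 active = highest replicate inhibition of at least 50% and at least 75% of replicates reaching 50%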;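 also: plate controls were DMSO neutral control for no effect and GW8510 at 10 µM for full effect; many of its hits are not listed in these tables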
# phage Ecoli inh: E. coli growth loss with phage present. AID 651602. 360,000 compounds, 0.26% hits. growth absorbance. inhibition, % at 11.9 µM; in the data active = inhibition above about 11%
# PKA-R1A act: activators of PKA-R1A complex | 340,000 compounds, 0.083% hits | PKA-R1A dissociation, Cy5-IP20 fluorescence polarization; scaled: DMSO 0%, 113 µM cGMP 100% | activation, % at 11.4 µM | AID 504707;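 active = percent activation above the mean of all tested compounds plus 3 SD, cut at about 19% in these data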;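 also: higher means more PKAc released from R1A so a rise in polarization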
# HTR5A ag: counter-screen for OPRM1-OPRD1 agonists: human HTR5A agonism | activation, % at 9.3 µM | P47898 | HTR5A agonist assay, luminescence, cell-based | 340,000 compounds, 0.61% hits; in the data active = activation mostly above about 9.5%, no sharp cut-off; inactive = mostly below about 7.6%;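 also: 0% = cells with vehicle only and 100% = reference agonist; strong numbers were not always called active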
# PKA-R2B act: activates the human PKA-R2B holoenzyme complex; P22694+P31323; PKA-R2B holoenzyme dissociation, Cy5-IP20 fluorescence polarization; R2B truncated from residue 108, S112A mutant; 0% DMSO only, 100% 113 µM cGMP; activation, % at 11.4 µM; 340,000 compounds, 0.079% hits; AID 504700;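 active = activation above a cutoff set at the mean over all compounds plus 3 SD, cut at about 18% in these data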;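 also: higher means more holoenzyme dissociation and a rise in polarization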
# Target sequence (P31323 whole entry, looked up, other chains not shown, the tested form may be a part): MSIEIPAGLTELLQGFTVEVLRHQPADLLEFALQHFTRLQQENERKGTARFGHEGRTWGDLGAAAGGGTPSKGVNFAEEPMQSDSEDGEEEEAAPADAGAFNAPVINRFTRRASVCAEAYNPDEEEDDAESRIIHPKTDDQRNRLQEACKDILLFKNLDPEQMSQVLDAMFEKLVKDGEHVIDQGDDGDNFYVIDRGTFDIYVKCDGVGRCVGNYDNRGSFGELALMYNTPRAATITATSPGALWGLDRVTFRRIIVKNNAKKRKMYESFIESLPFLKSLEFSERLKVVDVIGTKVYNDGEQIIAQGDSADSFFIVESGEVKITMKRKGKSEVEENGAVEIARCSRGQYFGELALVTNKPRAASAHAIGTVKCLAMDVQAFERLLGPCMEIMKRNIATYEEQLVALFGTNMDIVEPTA
# AddAB inh: less growth of phage-infected E. coli with AddAB; E. coli expressing H. pylori AddAB, absorbance growth; inhibition, % at 11.9 µM; 330,000 compounds, 0.29% hits; AID 435030; in the data active = inhibition above about 12%;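 also: 0% = vehicle wells of infected cells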
# E coli growth: counter-screen for AddAB inhibitors: E. coli growth inhibition; inhibition, % at 11.9 µM; 330,000 compounds, 0.27% hits; AID 449728; E. coli V3065 growth, OD600 absorbance, 18 h;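 active = inhibition above the campaign's mean inhibition across all tested compounds plus 3 SD, cut at about 9.9% in these data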;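 also: uninfected addAB+ strain grown without phage in ampicillin broth; 0% = DMSO wells and 100% = ciprofloxacin 0.95 µg/ml wells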
# DAGLB inhibitor: blocks human DAGLB lipase activity; Q8NCG7; HEK293T DAGLB membrane lysate, EnzChek fluorogenic substrate; inhibition, % at 5.17 µM; 340,000 compounds, 0.059% hits; in the data active = inhibition above about 34%;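 also: 0% = enzyme with vehicle and 100% = wells lacking enzyme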
# Target sequence (Q8NCG7 whole entry, looked up): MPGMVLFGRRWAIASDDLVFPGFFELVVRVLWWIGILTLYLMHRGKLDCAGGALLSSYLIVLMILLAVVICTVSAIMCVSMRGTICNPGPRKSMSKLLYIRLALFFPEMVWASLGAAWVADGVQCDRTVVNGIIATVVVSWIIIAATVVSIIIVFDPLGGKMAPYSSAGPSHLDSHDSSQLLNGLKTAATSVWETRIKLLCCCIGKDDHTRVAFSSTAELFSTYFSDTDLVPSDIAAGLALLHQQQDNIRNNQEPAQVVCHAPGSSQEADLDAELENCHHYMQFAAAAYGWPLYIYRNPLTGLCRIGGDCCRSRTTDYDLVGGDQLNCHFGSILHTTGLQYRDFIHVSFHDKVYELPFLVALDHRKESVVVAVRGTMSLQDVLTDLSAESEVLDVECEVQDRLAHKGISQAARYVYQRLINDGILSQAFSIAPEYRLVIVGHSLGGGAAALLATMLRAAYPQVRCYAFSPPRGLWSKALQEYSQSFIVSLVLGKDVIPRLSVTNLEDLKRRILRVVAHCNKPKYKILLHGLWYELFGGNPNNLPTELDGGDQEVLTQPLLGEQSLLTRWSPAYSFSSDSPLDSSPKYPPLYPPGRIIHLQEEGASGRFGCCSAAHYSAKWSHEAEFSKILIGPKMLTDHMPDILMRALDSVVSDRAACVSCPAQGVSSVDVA
# Tat transport: E. coli Tat transport inhibition | E. coli MC4100 TorA-mCherry Tat export, fluorescence | inhibition, % at 10 µM | 340,000 compounds, 0.036% hits | AID 488895;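 active = mean replicate inhibition at least 50% and at least half of replicates individually reaching 50%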;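 also: exported cargo escapes ClpAP degradation while cytoplasmic cargo is degraded and loses fluorescence; 0% = median of neutral control wells and 100% = median of NaSCN control wells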
# Mot1-301 SUMO: blocks SUMOylation pathway, rescuing yeast Mot1-301 growth; S. cerevisiae Mot1-301 growth rescue, ATP luminescence, 38.5C; percent above DMSO median, 100 means doubled; growth rescue, % at 18.8 µM; 320,000 compounds, 1% hits;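 active = every valid replicate shows activation above 250% relative to neutral control wells; inactive = the rest, any valid replicate at or below 250%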;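 also: OY570 slx delta 5 strain wells were the positive control but not used for scaling; some compounds called inactive have numbers as strong as hits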
# HTR5A inv ag: HTR5A inverse agonism, opioid heterodimer counter-screen; 340,000 compounds, 0.083% hits; P47898; inhibition, % at 9.3 µM; HTR5A cell line, luminescence; in the data active = inhibition mostly above about 23%, no sharp cut-off; inactive = mostly below about 18%;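 also: 0% = cells with DMSO and 100% = no-cell wells with DMSO; some compounds called inactive have numbers as strong as hits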
# Active calls of the source: *; · = no result given.
# Screens in order – CDK5 p35 inh	phage Ecoli inh	PKA-R1A act	HTR5A ag	PKA-R2B act	AddAB inh	E coli growth	DAGLB inhibitor	Tat transport	Mot1-301 SUMO	HTR5A inv ag
1) O=C(c1ccc2ccccc2c1)N1CCN(Cc2ccccc2)CC1
    0.5	-1.9	-6	0	-8	1.8	-1.5	0	3	101	0
2) CCOc1ccc(-c2[nH]nc3c2C(c2ccc(O)cc2)C(C#N)=C(N)O3)cc1 (stereo not given)
    -3.2	2.0	3	0	2	1.6	-3.2	0	2	6	0
3) Cc1ccccc1C(=O)NC1CCN(Cc2nnnn2CCc2ccccc2)CC1
    -2.6	-0.1	1	5	6	-3.5	-1.3	0	-7	38	7
4) CS(=O)(=O)c1[nH]nc(-c2cccc(Cl)c2)c1C#N
    2.3	2.4	·	·	·	1.5	1.7	·	-15	-7	·
5) COC(CNC(=O)CCc1c(C)nc2c(-c3ccccc3)c(C)nn2c1C)OC
    -1.5	0.2	3	1	0	-0.6	-0.9	-1	-5	7	-2
6) COc1ccccc1Oc1coc2cc(O)ccc2c1=O
    -0.5	4.3	-6	-3	-2	0.6	1.6	-7	-5	-9	7
7) O=C(COc1ccc2c(C(F)(F)F)cc(=O)oc2c1)Nc1ccc(N2CCOCC2)cc1
    0.8	3.0	6	-2	10	-0.8	1.1	-2	-2	-5	-6
8) O=C(NCc1cccnc1)c1ccc(Cl)c(S(=O)(=O)Nc2ccccc2C(=O)NCc2cccnc2)c1
    1.6	-0.6	-8	-2	4	-1.2	-1.9	-2	1	192	6
9) CCn1ncc(Br)c1C(=O)NC1CCCCCCC1
    1.3	1.5	3	-1	11	·	·	-1	-4	45	-21
10) COC(=O)c1ccc(NC(=O)CSc2nnc(COc3ccccc3)n2C)cc1
    0.3	3.2	-11	4	-10	3.5	1.3	-7	-2	0	-10
11) COc1cccc(NC(=O)c2oc3ccccc3c2NC(=O)C2CC2)c1
    0.1	3.1	-13	4	-1	1.6	0.3	-4	-5	4	-15
12) CCc1cccc2c1NC(=O)C2(O)CC(=O)c1cccs1 (stereo not given)
    -1.4	-2.7	0	-1	-3	-0.3	-0.9	-1	-15	7	4
13) CSc1ccccc1NC(=O)c1ccc(Br)o1
    -1.1	-0.8	-3	2	13	0.8	0.0	-4	-2	4	-9
14) CCN(Cc1ccccc1)Cc1c(F)cccc1F
    2.7	2.2	-5	1	5	-1.4	-2.7	-8	-8	1	0
15) CCC(=O)Nc1c2c(nn1-c1ccc(C)cc1C)CSC2
    -2.7	2.1	-1	5	5	2.5	0.9	-3	-9	-6	-12
16) O=c1ccc(-c2ccc(S(=O)(=O)Nc3ccccc3)o2)n[nH]1
    -6.4	0.7	-15	5	-24	1.5	-2.7	2	4	-3	-1
17) C=CCN1C(=O)N/C(=C/c2ccccc2OCC(=O)Nc2ccc(F)cc2)C1=O
    0.9	3.2	-3	5	-15	0.5	-0.7	-2	-3	15	10
18) CC(=O)Nc1ccc(NC(=O)c2ccccc2CCc2ccccc2)cc1
    0.7	3.0	-2	4	-1	2.1	3.8	1	-2	-7	5
19) O=c1cc(CO)oc(C(Nc2ccccn2)c2cccc(F)c2)c1O (stereo not given)
    2.3	4.2	-13	7	-9	-0.1	2.0	4	0	-5	-20
20) O=C(NC1(c2ccccc2)CC1)C1CCC(=O)N(Cc2ccc(Cl)cc2)C1 (stereo not given)
    1.0	5.0	-10	6	-1	1.5	2.8	0	-1	21	-38
21) Cc1ccccc1C(=O)N/N=C/c1ccc([N+](=O)[O-])s1
    -1.3	2.1	-6	-4	-5	-2.5	1.6	1	-15	-17	7
22) Cc1cc2ncn(C(=O)c3cc(-c4ccccc4)nc4ccccc34)c2cc1C
    -0.6	2.5	-6	0	2	2.5	0.7	-4	-1	0	0
23) COCC(C)NC(=O)NC1(C(F)(F)F)Oc2ccc(Cl)cc2O1 (stereo not given)
    -1.6	2.5	-3	-3	-9	0.2	-2.8	1	5	14	1
24) NS(=O)(=O)c1ccc(NC(=O)COC(=O)Cc2c[nH]c3ccccc23)cc1
    -1.1	2.3	-7	-2	4	-1.9	-1.9	0	-5	7	7
25) O=c1c2c3c(sc2n2cnnc2n1CCc1ccccc1)CCCC3
    -0.7	2.8	-14	1	3	3.7	1.1	-6	2	-21	-45
26) CC(O)CC(=O)NOCc1ccccc1 (stereo not given)
    -1.2	1.9	-2	-1	-1	0.4	0.2	-1	-7	·	3
27) O=C(CCc1nc2ccccc2c(=O)[nH]1)N1CCN(S(=O)(=O)c2ccccc2Br)CC1
    1.0	3.1	-1	5	-2	1.7	-0.2	1	-7	46	-33
28) CCc1nc2oc3cc(OC)ccc3c(=O)c2c(=O)n1Cc1ccco1
    2.8	0.5	4	2	-4	-0.1	-1.9	1	-1	2	6
29) CC1CCN(C(=O)COC(=O)CNC(=O)C23CC4CC(CC(C4)C2)C3)CC1
    -3.5	0.4	-4	-1	-11	-1.3	-3.5	-5	-5	-5	3
30) O=C(NC(=S)NCCC1=CCCCC1)c1ccc(Br)o1
    0.2	5.8	2	-1	-10	6.5	3.0	-18	1	391	4
31) O=S(=O)(c1cccc2nsnc12)N1CCOCC1
    0.2	1.2	10	-1	-12	-2.1	-2.4	-2	4	-11	3
32) CCOc1ccc(OCC(=O)N(C)c2c(N)n(Cc3ccccc3)c(=O)[nH]c2=O)cc1
    0.6	-0.1	-7	2	-7	1.7	-1.1	-2	-4	3	-1
33) COc1cc(OC)cc(C(=O)N[C@H](C(=O)NCc2ccco2)C(C)C)c1
    3.0	2.5	-3	3	2	1.7	-0.9	1	-4	11	2
34) CCn1cc(/C=C(\NC(=O)c2ccc(OC)c(OC)c2)C(=O)N2CCN(C)CC2)c2ccccc21
    2.6	1.4	3	-3	8	0.7	-1.9	-1	7	-18	9
35) O=C(Nc1nccs1)c1ccc(N2CCOCC2)c([N+](=O)[O-])c1
    1.3	1.8	-13	0	-5	0.7	2.8	4	8	-10	-2
36) CCCOc1ccc(/C(O)=C2/C(=O)C(=O)N(CCN(C)C)C2c2ccco2)cc1 (stereo not given)
    0.5	0.2	-7	8	-15	-3.5	-0.2	2	-4	13	-23
37) O=S(=O)(c1ccc(Br)cc1)c1nc(-c2ccco2)oc1NCC1CCCO1 (stereo not given)
    1.7	1.6	9	2	-5	0.2	0.7	1	-6	-1	-7
38) COc1ccc(OC)c(S(=O)(=O)N2c3ccccc3CC2C)c1 (stereo not given)
    -1.0	4.0	0	-7	3	-0.2	-1.1	-4	-3	-5	2
39) Cc1ccc(Sc2ncccc2C(=O)NC2CCCCCC2)cc1C
    -2.7	-0.1	1	0	-8	6.2	2.8	0	-3	5	3
40) O=C(Nc1ccc2[nH]c(=O)[nH]c2c1)c1cccc([N+](=O)[O-])c1
    -0.2	1.4	-8	7	-2	3.0	0.5	2	-10	-3	-10
41) Cc1ccc2nsnc2c1S(=O)(=O)N1CCOCC1
    -3.0	1.8	0	-1	4	0.1	1.4	-2	-9	0	9
42) CC(C)OC(=O)NS(=O)(=O)c1cccc([N+](=O)[O-])c1
    1.0	3.4	4	3	-2	0.2	-1.7	-1	5	29	-7
43) COc1ccc(C2CC(=O)CC(=O)C2n2cncn2)cc1 (stereo not given)
    0.1	1.0	-4	10	-6	-0.8	-4.1	3	-6	2	-10
44) CC(C)CCNC(=O)C(c1ccncc1)N(C(=O)Cn1nnc(-c2ccc(F)cc2)n1)c1ccccc1F (stereo not given)
    0.2	2.2	-2	0	-3	-0.8	-0.2	-4	19	216	0
45) COc1ccc(/C=C/C(=O)NCCN=C2NS(=O)(=O)c3ccccc32)cc1
    1.2	5.2	-2	-5	-1	0.0	0.4	3	1	-1	12
46) O=C(C1=C[C@@H](C2CCCCC2)C[C@@H](OCCCCO)O1)N1CCN(Cc2ccc3c(c2)OCO3)CC1
    0.5	-1.4	0	0	5	1.5	-0.7	-4	2	-9	5
47) CCn1cc(C(=O)NCCc2ccc(Cl)cc2)c(=O)c2cc(S(=O)(=O)N(C)C)ccc21
    1.1	0.1	-6	7	3	·	·	-4	-5	·	-28
48) COc1ccc(-c2ccc(Nc3ccc(C(=O)N4CCOCC4)cc3)nn2)cc1OC
    0.8	4.3	-9	7	12	-1.3	0.5	1	0	·	-23
49) O=C1C2C3C=CC(C4CC34)C2C(=O)N1/N=C/c1c[nH]c2ccccc12 (stereo not given)
    -1.1	0.8	16	-3	11	0.0	2.5	0	8	-13	9
50) CCC(C(=O)OCC(=O)NC(=O)NC(C)(C)C)c1ccccc1 (stereo not given)
    0.7	0.8	0	3	-1	-2.0	-1.9	-1	8	-15	-4
51) COc1ccc2oc(C(=O)NCCc3ccccc3)c(C)c2c1
    0.9	-1.1	1	1	-6	0.0	0.6	-10	8	61	-1
52) Cc1ccc(-n2c(C)cc(C)c(C#N)c2=O)cc1
    1.6	0.8	-6	-2	-7	-0.8	-0.6	0	-1	·	-24
53) O=C(CS(=O)(=O)c1c[nH]c2ccccc12)N1CCCCC1
    -1.0	1.2	-5	2	-2	-0.5	-1.0	3	-2	-6	-5
54) CC(C)N(C(=O)CN1C(=O)NC(c2ccccc2)(c2ccccc2)C1=O)C(C)C
    0.5	-0.9	-6	0	-6	2.8	1.6	0	2	-1	1
55) CCOC(=O)c1c(C)nc(C)c(C(=O)OCC)c1-c1ccc(O)c(OC)c1
    -1.9	3.6	5	0	-5	1.4	-0.9	0	1	-10	7
56) CC(NC(=O)C1CC1)C(c1cccs1)N1CCOCC1 (stereo not given)
    -0.3	3.7	-18	1	0	0.3	2.0	1	-2	20	-2
57) CCCC1=C([O-])C2N=CC=CC2=[N+](c2ccccn2)C1=O (stereo not given)
    1.1	3.3	-12	3	-4	0.3	1.4	2	-2	-20	-16
58) Cc1ccsc1C(=O)OCC(=O)Nc1cccc(S(=O)(=O)N2CCOCC2)c1
    -2.6	1.5	-7	0	-1	1.4	-2.0	1	0	180	-1
59) CC1CN(S(=O)(=O)c2ccc(C(=O)Nc3nccs3)cc2)CC(C)O1 (stereo not given)
    1.4	3.2	-13	1	-9	-0.7	3.1	-2	2	74	13
60) CCC(=O)NC(=S)Nc1ccccc1C(F)(F)F
    -0.1	-0.3	-6	4	-2	2.7	-0.6	-3	18	-2	16

# Later entries:
# Screens in order – CDK5 p35 inh	phage Ecoli inh	PKA-R1A act	HTR5A ag	PKA-R2B act	AddAB inh	E coli growth	DAGLB inhibitor	Tat transport	Mot1-301 SUMO	HTR5A inv ag
61) CCOC(=O)c1ccccc1NC(=S)N1CCC(C)CC1
    0.2	1.2	7	-2	-12	1.9	-0.6	-6	4	256	4
62) Nc1nnc(-c2cccc(F)c2)s1
    3.8	0.1	-1	-2	-8	1.4	0.8	1	1	0	-20
63) CN(Cc1cccnc1)C(=O)CNC(=O)COc1ccccc1
    -0.5	-0.1	2	4	6	2.0	0.3	-3	1	-14	-11
64) CCOC(=O)c1c(-c2ccc(Cl)cc2)c(C#N)c(=O)n(N)c1N
    1.0	2.5	7	4	9	2.2	-0.6	2	6	50	-8
